# Cneo AK release: causes C. neoformans cell lysis. adenylate kinase release luminescence, 4 h; normalised: neutral wells 0, clomiphene wells 100. AID 651654. lysis activity, % at 15 µM. 360,000 compounds, 0.2% hits;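 active means mean lysis activity across replicates of at least 80%, whatever share of replicates individually reach that level; inactive means mean lysis activity below 80%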
#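 Signal: Adenylate kinase release luminescence | Assay system: Log-phase Cryptococcus neoformans yeast cells | Input: Cells at 5 × 10^6 per mL | Buffer or medium: Fresh YPD growth medium | Compound: Single dose | Schedule: Static 4 h at 37 °C with compound, 1 h detection | Controls: Clomiphene | Read-out: Luminescence rise reflecting yeast cell lysis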
# PGC1a acetyl inh: PGC1a acetylation modulation, inhibitor mode; 350,000 compounds, 0.17% hits; inhibition, % at 15.6 µM; U2OS PGC1a acetylation, AlphaScreen anti-acetyl-lysine; with virally co-expressed GCN5 acetyltransferase; AID 651687;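 active means every replicate shows inhibition of at least 40%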;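 further: 0% = neutral control wells and 100% = positive control wells; some results beyond the cut were filed as inactive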
# F508del corr: CFTR F508del correction in bronchial cells | CFBE cells, YFP halide quenching; stimulated with forskolin plus potentiator P3; % fluorescence drop versus neutral controls | activity (quench increase), % at 7.58 µM | 350,000 compounds, 0.36% hits;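 active means mean added fluorescence quench of at least 8% versus neutral control, with both replicates also reaching 8%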;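 further: cells transiently co-express mutant CFTR-F508del with the halide-sensitive YFP; corrector assay measuring rescue of mutant channel to the surface after 24 h compound exposure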
# miR122 inh: blocks miR-122 activity in Huh7 sensor cells. Huh7 miR-122 Renilla luciferase sensor, 48 h; neutral wells = 0, positive control = 100. activation (reporter increase), % at 12.5 µM. 340,000 compounds, 0.3% hits;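 active means mean replicate activation score at least 90 and every replicate individually at or above 90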;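 further: higher luciferase means less miR-122 activity so hits act as miR-122 inhibitors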
# Statin myotox sup: suppressors of simvastatin-induced myotoxicity in C2C12 myotubes; ATP luminescence, 48 h; scaled: DMSO 0, geranylgeraniol control 100; rescue of ATP level, % at 7.49 µM; 330,000 compounds, 0.78% hits;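 active means mean ATP rescue above about 67%, or every replicate alone reaching that limit, limit read from the data, passing the limit was not always enough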;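 further: myotubes were challenged with 10 µM simvastatin during compound exposure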
# INS-1E GSIS act: GLuc luminescence reporter in INS-1E cells, primary screen for activators of glucose-dependent secretion of insulin | INS-1E GLuc reporter insulin secretion, 2-3 h | activation, % at 16.6 µM | 370,000 compounds, 0.61% hits | AID 743287;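 active means lowest replicate activation of at least 40%, so every replicate reaches that level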;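 further: 0% = median of neutral control wells and 100% = median of IBMX positive control wells; some compounds called inactive have numbers as strong as hits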
# PglD inh: PglD (C. jejuni) enzyme inhibition | purified PglD enzyme, DTNB colorimetric CoA detection | AID 602405 | 360,000 compounds, 0.098% hits | inhibition, % at 12.5 µM; in the data active means inhibition above about 16%, passing the limit was not always enough; further: strong numbers were not always called active
# FN deposit inh: fibronectin deposition inhibition; AID 743247; AH1F fibroblasts, Alexa488-fibronectin deposition fluorescence, overnight; 350,000 compounds, 0.086% hits; inhibition, % at 12.6 µM;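 active means mean inhibition across replicates of 30% or more, regardless of how many single replicates reach that level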;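 further: positive control wells lacked labelled fibronectin entirely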
#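 Measured by – fluorescence 485/525 nm · System – AH1F fibroblast monolayer, labelled fibronectin deposition · Amount – 10000 cells per well · Buffer or medium – serum-reduced DMEM (2% serum) · Doses – single dose, pinned · Also added – fluorescent fibronectin at 24 nM final · Schedule – 1 h cell attachment, overnight exposure to compound and label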
# Numbers without * were called inactive; . = no result given; [ ] = dose if it differs, or a comment.
SMILES,Cneo AK release,PGC1a acetyl inh,F508del corr,miR122 inh,Statin myotox sup,INS-1E GSIS act,PglD inh,FN deposit inh
O=C(O)c1ccccc1/C=N/NC(=O)c1cc(-c2ccco2)nc2ccccc12,-2,-1,0.0,25,-45,-8,3,6
CC1(Cc2ccc3c(c2)OCO3)NC(=O)NC1=O (stereo not drawn),-1,2,.,0,15,-5,8,3
CO[C@@H]1CN(C)C(=O)c2cc(NC(=O)Nc3cc(F)ccc3F)ccc2OC[C@H](C)NC[C@H]1C,-1,8,-1.8,.,-11,1,1,-2
CCc1ccccc1N(CC(=O)N1CCCCCC1)S(C)(=O)=O,0,.,.,.,-6,.,1,2
Cc1cc(-c2ccccc2C(=O)O)on1,-2,.,.,-1,.,.,-6,1
CC(C)(C=O)Cc1cc(C(C)(C)C)c(O)c(C(C)(C)C)c1,2,3,-3.2,-4,7,.,-4,-7
Cc1cc(C)c2nc3sc(=Cc4ccc(-c5ccccc5C(=O)O)o4)c(=O)n3c2c1,12,.,-1.0,3,-1,12,-1,15
CCCCC1=CC2=CC(=O)C(C)(OC(=O)CC)C(=O)C2=CN1CCc1c[nH]c2ccccc12 (stereo not drawn),4,1,2.1,-1,9,.,-2,-9
Cc1cccc(-n2c(=O)[nH]c3c(C(N)=O)nc(C(C)C)nc32)c1,-3,11,.,1,6,.,6,.
COc1ccc(-c2csc3ncnc(N4CCN(S(=O)(=O)c5ccc(C)cc5)CC4)c23)cc1,.,.,-1.3,1,-14,-3,.,3
O=C(NCC1CCCCC1)[C@@H]1[C@@H](CO)[C@@H]2Cn3c(ccc(-c4ccncc4)c3=O)[C@H]1N2,0,.,0.2,-7[16.7 µM],-6,2,1,.
Cn1ccnc1SCCNC(=O)C1CCC(=O)N(Cc2ccc(Cl)cc2)C1 (stereo not drawn),0,2,4.4,0,5,11,0,-2
C=CCn1c(O)c(C=Nc2ccc(CN3CCCCC3)cc2)c(=O)[nH]c1=S,1,4,6.8,-3,.,-8,7,0
CCn1c(SCC(=O)NC2(C#N)CCCCC2)nc2ccccc2c1=O,0,.,-1.1,.,19,7,0,6
COc1ccc(S(=O)(=O)Nc2ncccn2)cc1,4,14,-1.3,-4,9,2,-1,-6
O=C(O)Cc1ccc(NS(=O)(=O)c2ccccc2Cl)cc1,.,-9,1.1,-5,.,-5,.,-1
Cc1ccc2c(CSc3nc4nc(C)cc(C)n4n3)cc(=O)oc2c1,1,9,.,-3,.,.,-4,.
CC(C)CC(=O)c1c[nH]c(C(=O)NCc2ccc(F)cc2)c1,3,-3,0.1,4,5,-10,3,2
COc1ccc2c(c1)[C@H]1[C@H](CO2)[C@H](c2ccccc2)[C@]2(C)C(=O)N[C@H](C)C(=O)N12,-1,1,-1.0,9,3,0,-2,-8
Cc1ccc(Cc2c(-c3ccc(C)cc3)nc3cc(C)ccn23)cc1,3,.,-3.4,3,31,-5,0,-1
CCC(C)(C)NC(=O)CN(C(=O)C(=O)Nc1ccc2c(c1)OCCO2)C1CC1,-4,.,0.7,.,23,11,0,4
COc1cccc(NC(=O)c2ccc3c(c2)CCN3S(C)(=O)=O)c1,-1,.,-3.0,-7,-42,17,7,-3
Cc1noc(C)c1C(=O)N1CCN(c2ccccc2O)CC1,1,0,-2.9,-2,1,0,4,-7
COCC#Cc1cnc2c(c1)C(=O)N([C@H](C)CO)C[C@H](C)[C@H](CN(C)C(=O)Nc1c(C)noc1C)O2,-1,9,-0.1,19[16.7 µM],-9,-2,1,8
COC(=O)c1cc(-c2ccccc2)n(CC(=O)O)c1C,-2,2,.,1,-12,.,-1,.
Cc1ccc(-c2nc(C(Cl)Cl)c3ccccc3n2)cc1,-2,28,-15,-61,.,-1,1,9
CCCCCCCNC(=O)C1(CC2CC(c3cccc(Br)c3)=NO2)CCN(C(=O)OC(C)(C)C)CC1 (stereo not drawn),-3,-16,0.5,-5,3,-10,-5,5
COC(=O)c1cc(-c2cccc([N+](=O)[O-])c2)c2c(=O)[nH]c(=O)n(C)c2n1,2,-5,0.6,-12,7,12,4,3
O=C(N/N=C/c1cccc([N+](=O)[O-])c1)C1CC(=O)N(c2ccc(Br)cc2)C1 (stereo not drawn),2,7,.,-4,2,-11,-1,8
CNC[C@H]1OCCCC[C@@H](C)Oc2ccc(NS(=O)(=O)c3ccc(F)cc3)cc2C(=O)N([C@H](C)CO)C[C@H]1C,.,-7,-2.6,-1[16.7 µM],-20,-6,.,-1

# In the list so far, two contain a furan ring, fused or not:
SMILES,Cneo AK release,PGC1a acetyl inh,F508del corr,miR122 inh,Statin myotox sup,INS-1E GSIS act,PglD inh,FN deposit inh
O=C(O)c1ccccc1/C=N/NC(=O)c1cc(-c2ccco2)nc2ccccc12,-2,-1,0.0,25,-45,-8,3,6
Cc1cc(C)c2nc3sc(=Cc4ccc(-c5ccccc5C(=O)O)o4)c(=O)n3c2c1,12,.,-1.0,3,-1,12,-1,15

# Further entries follow:
SMILES,Cneo AK release,PGC1a acetyl inh,F508del corr,miR122 inh,Statin myotox sup,INS-1E GSIS act,PglD inh,FN deposit inh
O=C(c1cccc(F)c1)N1CCCCN2[C@H](C1)[C@@H](c1ccc(-c3ccncc3)cc1)[C@@H]2CO,-5,-4,-0.6,8[16.7 µM],.,-3,2,.
CCCC(=O)Nc1nc2c(s1)COc1ccccc1-2,2,17,-0.1,9,-9,.,-5,9
COc1ccccc1NC(=O)CN(Cc1ccco1)C(=O)c1ccc(=O)[nH]c1,0,2,-1.7,-3,10,9,4,3
COc1ccccc1C#Cc1ccc([C@H]2[C@H]3CN(C(=O)C4CC4)CCCCN3[C@H]2CO)cc1,55,9,3.9,-27[16.7 µM],.,.,3,.
CCOc1c(CNCc2ccc(C(=O)O)cc2)cccc1OC,.,-7,0.5,.,.,6,.,1
COCCn1c(SCC(=O)Nc2cccc(OC)c2)nnc1-c1ccc(Cl)cc1,1,10,.,-8,20,.,-1,.
CCCN(Cc1nnc(-c2cccs2)o1)C(=O)c1cc(S(=O)(=O)N2CCOCC2)ccc1C,-1,6,-5.1,-9,3,10,2,2
O=C(N/N=C/c1cccnc1)c1cc(Br)ccc1O,-2,11,-0.8,9,2,-14,4,.
O=C(/C=C/c1ccccc1)Nc1cccc(C(=O)N2CCCCC2)c1,3,17,3.1,-4,-3,-11,-2,6
CCCN(CCC)C(=O)CC(c1ccccc1)c1ccc(C)cc1O (stereo not drawn),14,-6,.,2,15,-27,-2,.
O=C(Cn1c(=O)oc2cc(S(=O)(=O)N3CCc4ccccc43)ccc21)N1CCCCC1,2,-3,0.0,-6,7,-14,-3,-1
CN1C(=O)N(C)C2(C)CC1(C)N(C)C(=O)N2C,0,-6,-2.5,-5,.,18,6,-12
Cc1nnc(SCC(=O)Nc2ncc3c(n2)CC(C)(C)CC3=O)s1,1,-6,.,-8,.,.,-4,.
CN(C(=O)CN1C(=O)/C(=C/c2ccccc2F)SC1=S)C1CCS(=O)(=O)C1 (stereo not drawn),-1,0,2.9,-2,10,10,-4,4
COc1ccc(Cl)cc1NC(=O)CN(C)C(=O)Cn1c(=O)oc2ccccc21,1,1,0.7,.,15,-5,-4,4
COCC(=O)N1C[C@H](C)[C@H](OC)CN(C)C(=O)c2ccc(NC(=O)C3CCC3)cc2OC[C@H]1C,-3,8,0.4,-16[16.7 µM],-2,1,0,5
CN(C)c1ccc(NC(=O)c2ccc3c(c2)nnn3C)cc1,-1,-4,-0.6,-18,14,6,2,-2
C/C(=N\Nc1nc(N)cc(Cl)n1)c1cccc([N+](=O)[O-])c1,-1,6,.,-3,37,6,1,.
CCOC(=O)N1CCN(Cc2nc(Cc3cccc(C(F)(F)F)c3)no2)CC1,.,1,1.3,.,.,-16,.,-4
CCOC(=O)c1c(NC(=O)CN2C(=O)NC3(CCCCC3C)C2=O)sc(C(=O)N(C)C)c1C (stereo not drawn),.,.,1.2,.,-8,9,.,-3
O=C(C[C@@H]1CC[C@H]2[C@@H](COC[C@H](O)CN2C(=O)Nc2ccccc2)O1)NCc1ccccc1F,1,-5,1.3,0[16.7 µM],15,8,2,5
C[C@H](CO)N1C[C@H](C)[C@@H](CN(C)S(=O)(=O)c2ccccc2)Oc2c(NS(=O)(=O)c3ccc(Cl)cc3)cccc2C1=O,53,3,3.9,4[16.7 µM],1,-10,2,.
O=C(C1CCC1)N1CC(=O)N2[C@H](CO)[C@H](c3ccc(Br)cc3)[C@@H]2C1,.,0,-2.1,.,.,-4,.,-2
CN(C)C(=O)[C@H]1[C@H](CO)[C@H]2Cn3c(ccc(-c4cncnc4)c3=O)[C@H]2N1Cc1cc(F)ccc1F,1,.,.,.,-36,9,2,.
O=C(Nc1ccc(F)cc1)N1CCCCN2[C@H](CO)[C@@H](c3ccc(-c4ccccc4F)cc3)[C@H]2C1,6,-22,3.4,0[16.7 µM],.,.,0,.
O=S(=O)(c1ccc(Nc2ccc3c(c2)OCO3)nc1)N1CCOCC1,-1,-1,.,10,-4,.,6,2
CC1CCN(C(=S)NCCc2ccccc2)CC1,2,-8,.,8,.,9,-1,.
CC(C)NC(=O)Nc1cccc2c1O[C@H](CN(C)Cc1ccc(C(F)(F)F)cc1)[C@H](C)CN([C@@H](C)CO)C2=O,-2,-5,-1.5,4[16.7 µM],-1,-1,16,.
Cc1ccc(C(=O)OCn2nnc3ccccc3c2=O)cc1[N+](=O)[O-],-2,2,-0.3,8,6,-14,-4,-11
COc1ccc2c(=O)c(C(=O)NCCc3ccccc3)c[nH]c2c1,-1,.,-0.5,.,-7,2,0,0
O=C(Nc1cccc(Cl)c1)N[C@H]1CC[C@@H](CCNC(=O)C2CCOCC2)O[C@H]1CO,0,3,-0.7,.,0,3,-1,.
Cc1ccccc1N1CCN(C2CCCN(C(=O)c3ccc(Cl)s3)C2)CC1 (stereo not drawn),0,.,-2.5,.,-1,10,2,6
CN(C(=O)COC(=O)/C=C/c1ccc2ccccc2n1)C1CCS(=O)(=O)C1 (stereo not drawn),2,-35,-3.8,-2,-4,1,2,12
COc1ccc(NC(=O)C[C@H]2C(=O)N(Cc3ccccc3)C[C@@H]2CSC)cc1,1,.,3.0,4,11,-20,-5,-1
CCOc1ccccc1NC(=S)NCc1cccn1C,.,-7,-3.6,.,.,6,.,-1
C[C@@H]1CN([C@H](C)CO)C(=O)c2cccc(NC(=O)Nc3ccc(F)cc3)c2O[C@H]1CN(C)Cc1ccccc1,-7,-10,2.0,2[16.7 µM],72*,-15,-1,.
Nc1nc(N)c2cc(S(=O)(=O)c3cccc(C(F)(F)F)c3)ccc2n1,8,0,3.1,3,0,5,-6,1
C[C@H]1CN([C@@H](C)CO)C(=O)Cc2cc(NS(=O)(=O)c3ccccc3)ccc2O[C@@H]1CN(C)C(=O)Nc1ccc(F)cc1,3,4,0.2,-3[16.7 µM],-1,-5,11,-1
CC(C)[C@@H](C)NC(=O)N(C)C[C@H]1OCc2ccccc2-c2ccccc2C(=O)N([C@@H](C)CO)C[C@@H]1C,-4,9,0.3,.,-12,10,-1,-4

# Full records as entered above. Order of screens: Cneo AK release | PGC1a acetyl inh | F508del corr | miR122 inh | Statin myotox sup | INS-1E GSIS act | PglD inh | FN deposit inh
# O=C(Nc1cccc(Cl)c1)N[C@H]1CC[C@@H](CCNC(=O)C2CCOCC2)O[C@H]1CO is listed with 0 | 3 | -0.7 | . | 0 | 3 | -1 | .
# C[C@H]1CN([C@@H](C)CO)C(=O)Cc2cc(NS(=O)(=O)c3ccccc3)ccc2O[C@@H]1CN(C)C(=O)Nc1ccc(F)cc1 is listed with 3 | 4 | 0.2 | -3[16.7 µM] | -1 | -5 | 11 | -1

# Screening results as filed in PubChem.
